GLP-1R agonist: agonists of human GLP-1 receptor; Potency, µM (series often up to 45.6 µM), without a hit: top-dose activation, most hits filed as activators; hit rate 0.007% among 380,000; HEK293 GLP-1R CRE-luciferase, luminescence, 4-6 h; cells express a hypersensitive GLP-1R form; P43220; also: potency is read from the fitted curve at half-maximal effect; % of control where 0% means no effect
Target sequence (P43220 whole entry, looked up): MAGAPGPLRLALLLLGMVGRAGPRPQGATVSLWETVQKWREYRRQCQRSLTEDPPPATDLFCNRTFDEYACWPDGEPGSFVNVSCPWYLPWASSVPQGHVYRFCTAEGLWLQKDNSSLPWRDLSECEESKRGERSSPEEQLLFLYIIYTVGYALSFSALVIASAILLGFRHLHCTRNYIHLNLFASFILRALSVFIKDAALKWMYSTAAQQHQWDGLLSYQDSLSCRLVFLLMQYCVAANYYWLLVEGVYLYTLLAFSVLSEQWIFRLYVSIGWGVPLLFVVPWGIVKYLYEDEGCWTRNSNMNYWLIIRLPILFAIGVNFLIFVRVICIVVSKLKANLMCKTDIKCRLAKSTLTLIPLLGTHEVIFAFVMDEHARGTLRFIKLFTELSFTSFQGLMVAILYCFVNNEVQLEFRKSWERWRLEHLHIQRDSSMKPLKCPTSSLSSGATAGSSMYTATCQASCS
HT1080 IDH1KD tx: kills HT-1080 cells with IDH1 knockdown; HT-1080 IDH1 knockdown viability, ATP luminescence, 48 h; Potency, µM (titrated, usually from 46.1 µM), inactives show at the top dose activity, negative = toxicity, hits mostly cytotoxic; hit rate 2% among 360,000;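 also: potency is read from the fitted curve at half-maximal effect; 0% = DMSO wells and -100% = cell-free medium wells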
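Knockdown cells (IDH1KD HT-1080) received compounds 2 h after plating at 750 cells/well and were kept 48 h at 37 °C in 5% FBS RPMI. A CellTiter-Glo luminescence read gave % activity for curve fitting.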
HT1080-NT tox: kills 2HG-producing HT-1080-NT fibrosarcoma cells; HT-1080-NT fibrosarcoma viability, CellTiter-Glo ATP luminescence, 48 h; Potency, µM (series often up to 46.1 µM), for inactives: top-dose activity, negative = less viability, usual class: cytotoxic; hit rate 1.6% among 360,000;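 also: NT is the 2HG producing partner of a matched IDH1 knockdown line; potency is read from the fitted curve at half-maximal effect; 0% = DMSO-treated cells and -100% = media-only wells without cells; nearly all actives have a fitted effect of over 55% in size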
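HT-1080-NT fibrosarcoma cells (2HG-overproducing), 750 cells/well in RPMI with 5% FBS, dosed after 2 h and incubated 48 h at 37C. CellTiter-Glo luminescence normalized to DMSO and no-cell wells; concentration-response curves fitted and classed.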
D3 ag: activates the human D3 dopamine receptor; P35462; D3R DiscoveRx beta-arrestin cells, luminescence, 90 min; max activation, %; hit rate 0.58% among 410,000; AID 652048; in the data active = max activation above about 30%; also: 0% is about no effect; mostly tested at two doses, the higher about 12 µM
Target sequence (P35462 whole entry, looked up): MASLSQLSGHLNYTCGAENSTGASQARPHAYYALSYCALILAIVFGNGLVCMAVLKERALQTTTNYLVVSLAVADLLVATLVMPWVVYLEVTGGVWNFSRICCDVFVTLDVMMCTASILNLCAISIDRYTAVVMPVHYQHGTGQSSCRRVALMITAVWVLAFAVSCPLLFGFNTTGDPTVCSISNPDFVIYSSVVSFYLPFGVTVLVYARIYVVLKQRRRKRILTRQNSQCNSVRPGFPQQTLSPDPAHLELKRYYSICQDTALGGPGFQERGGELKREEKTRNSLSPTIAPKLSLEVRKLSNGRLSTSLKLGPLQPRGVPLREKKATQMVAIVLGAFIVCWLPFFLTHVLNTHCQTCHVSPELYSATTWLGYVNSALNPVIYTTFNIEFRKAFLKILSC
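Agonist mode: compounds and dopamine controls were applied to plated cells for 90 min at 37 degrees C after an overnight attachment at 1500 cells/well. Luminescent read-out followed 30 - 60 minutes at room temperature with DiscoveRx detection reagent.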
DRD3 antagonist: blocks the human D3 dopamine receptor; hit rate 2.5% among 360,000; max response, negative = inhibition, %; P35462; AID 652054; D3R cells, DiscoveRx beta-arrestin luminescence, antagonist mode; hits give low values; in the data active = max response below about -50%; inconclusive = no clear call, values can overlap the other calls; also: % is scaled to controls: 0 for no effect and ±100 for the full control effect; mostly tested at two doses, the higher about 12 µM
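Cells plated overnight at 1500 cells/well, then exposed to library compounds with dopamine controls for 90 minutes at 37 degrees C. DiscoveRx reagent added for 30–60 minutes at room temperature; luminescence read, quantitative HTS format.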
KB-3-1 cytotox: kills parental KB-3-1 adenocarcinoma cells; KB-3-1 viability, CellTiter-Glo ATP luminescence, 72 h; Potency, µM (doses to about 46.1 µM), without a hit: top-dose activity change, negative = cytotoxic, actives largely listed as cytotoxic; hit rate 1.4% among 400,000; also: potency is read from the fitted curve at half-maximal effect; % is scaled to controls: 0 for no effect and ±100 for the full control effect; nearly all actives have a fitted effect of over 60% in size
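Luminescent ATP read-out (CellTiter-Glo) measures survival of drug-naive KB-3-1 cells after 72 h compound exposure at 37 °C. Titration series was screened from lowest to highest concentration, with DMSO vehicle plates as background controls.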
KB-V1 cytotox: kills drug-selected multidrug resistant KB-V1 cells | KB-V1 MDR cells viability, CellTiter-Glo, 72 h | Potency, µM (top dose mostly 46.1 µM), for the others: at the top dose activity change, negative = cytotoxicity, usual class: cytotoxic | hit rate 3.4% among 400,000 | AID 1347076; also: potency is read from the fitted curve at half-maximal effect; % is scaled to controls: 0 for no effect and ±100 for the full control effect; nearly all actives have a fitted effect of over 60% in size
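Compound-treated KB-V1 multidrug-resistant cells, 72 h, 37 degrees C; viability by CellTiter-Glo. Fitted qHTS curves give the values.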
IL1B secr inh: inhibitors of inflammasome signaling (IL-1 beta secretion); hit rate 4.7% among 360,000; THP-1 LPS/ATP IL-1B secretion, AlphaLISA, 16 h; hits give low values; activity change, % at 57.5 µM; in the data active = activity change below about -50%; inconclusive = mostly about -30% to -49%; also: % is scaled to controls: 0 for no effect and ±100 for the full control effect
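THP-1 cells pretreated 1 hr with compounds (up to 57.5 uM final), then stimulated with LPS (250 ng/mL final) plus ATP (1.25 mM final); secreted IL-1B measured by AlphaLISA after 16 hr, decreased signal indicating inhibition.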
SW480 rereplic: inducers of DNA re-replication in SW480 colon cancer cells; SW480 DNA re-replication, Hoechst DNA content imaging, 48 h; Potency, µM (series often up to 46.1 µM), inactives show top-dose re-replication activation, usual class: activators; hit rate 1.8% among 340,000; AID 624297; also: potency is read from the fitted curve at half-maximal effect; % of control where 0% means no effect; nearly all actives have a fitted effect of over 55% in size
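DNA re-replication was detected as more nuclei of elevated Hoechst intensity after 48 hr exposure to compound (23 nL pinned per well of 250 cells).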
* marks the source's active call; other numbers are inactive results; ? = inconclusive; . = not tested or not shown; & = joins results of further samples; [ ] = remark or other dose. Unless noted, calls follow the shape of the dose curve; as a rule, active = well fitted curve in the direction sought with a large enough effect; inconclusive = small, poorly fitted or top-dose-only effect, or another doubt; inactive = no such curve, though single readings can be large; an effect the other way counts as inactive or inconclusive. Compounds were not picked by outcome; overall some 12% were active at least once.

Structure | GLP-1R agonist | HT1080 IDH1KD tx | HT1080-NT tox | D3 ag | DRD3 antagonist | KB-3-1 cytotox | KB-V1 cytotox | IL1B secr inh | SW480 rereplic
CCOC(=O)N1CCC2(CC1)C(C#N)=C(N)OC1=C2C(=O)CCC1 | 0% | 6% | 3% | -3 | 1 | -2% | 10% | 14 | -5%
COc1ccccc1NC(=S)NNC(=O)c1ccc(O)cc1 | -3% | -2% | 2% | -2 | -83* | 3% | ? | 16 | 0%
O=C(Oc1ccc(N(C(=O)c2ccncc2)S(=O)(=O)c2ccc(F)cc2)cc1)c1ccncc1 | -4% | -6% | 8% | 7 | -3 | 6% | 19% | -7 | 6%
CN(CC(=O)Nc1c(Cl)cccc1Cl)C(=O)CC1OC(=O)c2ccccc21 (stereo not drawn) | 8% | 13% | 3% | 3 | 12 | 23% | 9% | -21 | -22%
COCCn1c(C)cc(/C=N/NC(=O)c2cc3ccccc3cc2O)c1C | -2% | -21% | -8% | 1 | -10 | -14% | -26% | 47 | 2%
O=C1[C@H]2[C@@H](c3ccc(F)cc3)N3C(=O)N(c4cccc(Br)c4)C(=O)[C@@]3(Cc3ccccc3)[C@H]2C(=O)N1C1CCCCC1 | 0% | -4% | 2% | 9 | 0 | ? | ? | -21 | -6%
Cc1ccccc1-c1cc(C(=O)NCC2CC2)n(CC2CC(c3cccnc3)=NO2)n1 (stereo not drawn) | -2% | -2% | 2% | -8 | -9 | -1% | -9% | -19 | -5%[9.22 µM]
CCCc1nc2nc(C)c(NS(=O)(=O)c3ccc(C)c(C)c3)c(=O)n2[nH]1 | 0% | -4% | 7% | 9&3 | 14 | -5%&3% | -3%&-14% | 11 | .
Nc1nc(NC2CCCCC2)nc(NCCO)c1[N+](=O)[O-] | 13% | -20% | 0% | 10 | 2 | 0% | -4% | 57 | 19%
COc1ccc(/C=C2\SC(=S)N(CCCC(=O)N3CCOCC3)C2=O)cc1 | -7% | -15% | -6% | -4 | -14 | 23µM* | ? | -10 | ?
CC(C#N)Sc1ccc(S(=O)(=O)N2CCCCC2)cn1 (stereo not drawn) | -7% | 0% | -1%[9.24 µM] | -9 | 0 | -10% | -7% | -12 | ?
Cc1cc2c(cc1C)-n1nnnc1C(N1CCN(c3ncccc3C#N)CC1)C(=O)N2 (stereo not drawn) | . | -5% | 0% | 3 | -3 | 0% | ? | 32 | .
CSc1nsc(/C=C/Nc2ccc(C)c(C)c2)c1C#N | 0% | -14% | -1% | 0 | -1 | -1% | 0% | 7 | 18µM*
Cc1ccccc1-c1nc(CS(=O)CC(=O)NCCN2CCOCC2)c(C)o1 (stereo not drawn) | 4% | 0% | -12% | -1 | -4 | 9% | -5% | 9 | -5%
CCOC(=O)c1c(N=CN(C)C)c(C#N)n2c1CCC2 | 2% | 1% | 6% | 4 | 17 | 12% | 6% | 4 | -4%
COc1ccc(C(=O)C2CCCN(C(=O)C3=CCCC3)C2)c(C)c1 (stereo not drawn) | -6% | -10% | -4% | 3 | -4 | -5% | -3% | -8 | 1%
O=[N+]([O-])c1cc2c(cc1/C=N/Nc1nc(Nc3ccccc3)nc(N3CCCCC3)n1)OCO2 | -2% | ? | ? | -7 | -22 | -4% | -13% | 95 | ?
Cn1cnnc1SCC(=O)NC1CC1 | -7% | 3% | 4% | -6 | 0 | . | . | 11 | -1%
O=C(CCCn1c(=O)c2ccccc2n(CC(=O)Nc2cccc(Cl)c2)c1=O)NCc1ccc2c(c1)OCO2 | 0% | . | . | -2 | . | 19% | 16% | . | .
O=C(NN=C1C2CC3CC1CC(Cl)(C3)C2)c1ccccn1 | 0% | 15% | 7% | 2 | -4 | 2% | ? | -11 | -2%
O=C1/C(=C/c2ccc(F)cc2)SC(=S)N1CCCC(=O)N1CCCCC1CCO (stereo not drawn) | -2% | ? | -24% | 1 | 3 | ? | -23% | -87* | ?
COc1ccccc1CNC(=O)[C@H](C)NC(=O)C1CCN(C(=O)[C@@H](N)C(C)C)CC1 | -3% | -6% | -3% | 38* | -5 | 0% | -3% | 11 | 1%
COc1ccc(-n2c(-c3ccc(C)cc3)n[nH]c2=S)cc1 | -1% | 17% | 14% | 1 | 4 | -3% | ? | -18 | -1%
CC(=O)c1cccc(NC(=O)c2ccc(C)c(S(=O)(=O)N3CCOCC3)c2)c1 | 1% | 1% | 0% | -5 | -5 | -9% | -23% | 17 | -4%
O=c1nc2c(-c3cccc(Br)c3)n[nH]n2c2ccccc12 | 7% | -1% | 8% | -15 | 4 | -23% | -17% | 34 | 0%
CC(CCn1cccn1)NC(=O)c1cc(COc2ccc(F)cc2F)on1 (stereo not drawn) | 13% | 19% | 11% | -6 | -10 | -1% | -15% | -3 | 3%
Cc1ccc(S(=O)(=O)N2CCOC2CNC(=O)C(=O)NCc2ccncc2)cc1 (stereo not drawn) | 5% | -2% | ? | 4 | 5 | -3% | 0% | 8 | -7%
CC(=O)N(C)c1ccc(N=Cc2c(O)ccc3ccccc23)cc1 | 13% | ? | -18% | 2 | 0 | -4% | -5% | 41 | 3%
O=C(NCc1ccncc1)C(=O)NCC1OCCCN1S(=O)(=O)c1ccc(F)cc1 (stereo not drawn) | -9% | 0% | -3% | 8 | 4 | 6% | 10% | -3 | -1%
COc1ccc2c(c1)c1c(c(=O)n(CCc3ccccc3)c(=O)n1Cc1cccc(C)c1)n2C | -3% | . | . | 8 | . | 2% | -15% | . | .
Cc1noc(C)c1COC(=O)c1ccc(S(=O)(=O)N2CCCCC2)cc1 | 17% | -1% | -1% | 0 | 4 | -2% | 7% | 6 | -15%
CCCc1nnc(NC(=O)c2cccc(OC)c2)s1 | 0% | 20% | 5% | 2 | -6 | 13% | 18µM* | 0 | -4%
CC(=O)Nc1ccc(NC(=O)CN(c2cccc(C)c2)S(C)(=O)=O)cc1 | -15% | -19% | -2% | 10 | ? | 9% | 3% | 0 | 4%
C[C@@H](NC(=O)Cn1cnc2c(NCc3ccccc3)ncnc21)c1cccc2ccccc12 | 15% | -12% | -20% | 4 | -15 | -2% | -8% | -11 | 3%
CC(C)Oc1cc(NC(=O)CS(=O)CC(=O)Nc2cccc(C(F)(F)F)c2)c(Cl)cc1Cl (stereo not drawn) | -4% | ? | ? | 5 | 9 | -20% | -20% | -63* | 1%
COc1ccc(CC2(C)OC(c3ccc(C)cc3)=NN2C(C)=O)cc1 (stereo not drawn) | 12% | -21% | -2% | 3 | -16 | -9% | -26% | -17 | 6%
O=C(O)CCC/C=C\C[C@@H]1[C@@H](/C=C/[C@@H](O)COc2cccc(Cl)c2)[C@H](O)C[C@@H]1O | 2%&4% | 10% | 29% | -4&15 | 9 | 0% | 0% | 9 | ?
O=C(O)CCC(=O)c1c[nH]c2ccccc12 | -4% | 1% | 2% | -1 | -5 | 2% | ? | 20 | -1%
O=C(CN1CCN(C2CCCCC2)CC1)Nc1ccccc1N1CCCCC1 | -2% | -16% | ? | -30 | ? | -12% | ? | ? | -9%
N#Cc1cc(-c2ccccc2)oc1NC(=O)c1ccccc1 | -14% | -1% | 8% | -12 | -25 | 8% | 2% | 3 | -2%
Cc1nn(-c2ccccc2)c(N)c1Sc1ccccc1[N+](=O)[O-] | 0% | -15% | -8% | -6 | ? | -11% | ? | 10 | ?
FC(F)(F)c1ccccc1CNCc1ccc2c(c1)OCO2 | 4% | 3% | 8% | -10 | ? | -6% | -6% | -13 | -4%
CN1CCc2c(sc(NC(=O)CS(=O)(=O)c3ccc(F)cc3)c2C(N)=O)C1 | 10% | 3% | 3% | -9 | 7 | 20% | -10% | 11 | -2%
CCOc1ccccc1N(CC(=O)OC)S(=O)(=O)c1ccccc1 | -4% | 1% | 1% | -2 | -22 | 11% | -35% | 27 | -6%
COC(=O)C1(C(=O)OC)C2CCCCC2N(S(=O)(=O)c2ccc(C)cc2)[C@@H]1CC(C)=O (stereo partly drawn) | . | -2% | -3% | -2 | 5 | -2% | ? | 0 | .
O=C(COc1ccc(Cl)cc1Cl)N1CCCCCC1 | 3% | -5% | 0% | 2 | 11 | 1% | 21µM* | -4 | 3%
CCOC(=O)n1cc(-c2cnc(CNC(=O)C(C)(c3ccccc3)c3ccccc3)o2)c2ccccc21 | 13% | -11% | -5% | 6 | 30 | -3% | -20% | -2 | -63%[inhibitor]
Fc1ccc(NCc2n[nH]c(=S)n2Cc2ccccc2)cc1 | -1% | 2% | -4% | -15 | -9 | -1% | -10% | 25 | 0%
CN(C)C(=O)c1cc(Cl)ccc1Sc1cc(Cl)ccc1Cl | 8% | -15% | -12% | -10 | 27 | ? | ? | -5 | 21%
CC(=O)Nc1nc(C)c(Oc2cccc(C(F)(F)F)c2)c(=O)[nH]1 | 1% | 10% | 11% | -3 | -12 | -4% | -7% | -7 | -31%
Cc1ccc(S(=O)(=O)Nc2cc(C(F)(F)F)ccc2N2CCOCC2)cc1C | 26% | -16% | -16% | -3 | -30 | ? | ? | 0 | 0%
COC(=O)Cn1cnc2c(cnn2-c2ccc(OC)cc2)c1=O | 9% | 7% | 9% | 6 | 9 | -3% | -1% | ? | -1%
CCOC(CNC(=O)c1cc(C)nn1-c1ccccc1)OCC | -15% | 1% | 5% | 7 | 32 | 2% | 5% | 1 | -13%
COc1ccc(C(=O)c2ccccc2C(=O)c2ccccc2)cc1 | 17% | 4% | 1% | 9 | 37 | 8% | 18µM* | -5 | 1%
c1cc(-c2noc(CC3CCCCC3)n2)ccn1 | 9% | 4% | 4% | -2 | 6 | 13% | -5% | 14 | -7%
CCC(=O)N1CCc2cc(S(=O)(=O)CCC(=O)NC(C)CC)ccc21 (stereo not drawn) | 1% | -1% | -2% | 4 | 9 | -19% | -5% | -6 | 0%
CCCCCOC(=O)Cc1c(O)c2ccccc2[nH]c1=O | -2% | 21% | 19% | 1 | 0 | 2% | 19% | 0 | -3%
COc1ccccc1CNc1nc2cc(-c3sccc3C)sc2c(=O)n1C | 18% | -1% | 14% | 9 | 26 | 0% | -2% | -9 | .
COc1cc(/C=N/NC(=O)c2sc(N)c(C#N)c2C)cc(Br)c1O | 2% | 9% | 19% | 1 | 13 | ? | 3% | -77* | 7%
